PNC assembly inh = High Content Assay for Compounds that inhibit the Assembly of the Perinucleolar Compartment; AID 2417, 2010; PC3M PTB-GFP, PNC prevalence imaging, 16 h; stronger effect = lower value; hit rate 3.1% among 140,000; activity change (PNC), negative = inhibition, % at 10 µM;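 active = readout at or below -70, meaning at least 70% loss of cells showing the perinucleolar compartment, a nuclear body marking cancer cells; inconclusive = readout between -30 and a set limit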;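 note: plate controls were DMSO wells for no effect and camptothecin positive control wells for full effect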
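Read-out is percentage of cells bearing a perinucleolar compartment, from automated 20x imaging of fixed, Hoechst-stained PC3M PTB-GFP cells. Cells were seeded 4 h, then exposed 16 h to compound (23 nl of library stock) in duplicate plates.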
12-hLO inh = qHTS Assay for Inhibitors of 12-hLO (12-human lipoxygenase). purified 12-hLO, xylenol orange hydroperoxide absorbance. Potency, µM (top dose mostly 57.1 µM), for the others: at the top dose activity change, negative = inhibition, most hits filed as inhibitors. hit rate 0.12% among 150,000; note: potency is the fitted concentration of half-maximal effect; nearly all actives have a fitted effect of over 55% in size; many of its hits are not listed in these tables
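Hydroperoxide output read as Fe(III)-xylenol orange absorbance, 573-to-405 nm ratio, after 30 min reaction with 40 uM arachidonic acid. Enzyme: 150 nM purified human 12hLO, 15 min compound preincubation; 25 mM Hepes pH 7.0, room temperature.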
ALOX15B inhib = qHTS Assay for Inhibitors of 15-hLO-2 (15-human lipoxygenase 2); AID 881, 2007; Potency, µM (highest dose often 57.1 µM), inactives show at the highest dose activity change, negative = inhibition, hits mostly inhibitors; purified 15hLO-2, xylenol orange hydroperoxide absorbance; hit rate 0.56% among 110,000; Polyunsaturated fatty acid lipoxygenase ALOX15B (Homo sapiens), O15296; note: potency is the fitted concentration of half-maximal effect; nearly all actives have a fitted effect of over 60% in size; many of its hits are not listed in these tables
Target sequence (O15296 whole entry, looked up): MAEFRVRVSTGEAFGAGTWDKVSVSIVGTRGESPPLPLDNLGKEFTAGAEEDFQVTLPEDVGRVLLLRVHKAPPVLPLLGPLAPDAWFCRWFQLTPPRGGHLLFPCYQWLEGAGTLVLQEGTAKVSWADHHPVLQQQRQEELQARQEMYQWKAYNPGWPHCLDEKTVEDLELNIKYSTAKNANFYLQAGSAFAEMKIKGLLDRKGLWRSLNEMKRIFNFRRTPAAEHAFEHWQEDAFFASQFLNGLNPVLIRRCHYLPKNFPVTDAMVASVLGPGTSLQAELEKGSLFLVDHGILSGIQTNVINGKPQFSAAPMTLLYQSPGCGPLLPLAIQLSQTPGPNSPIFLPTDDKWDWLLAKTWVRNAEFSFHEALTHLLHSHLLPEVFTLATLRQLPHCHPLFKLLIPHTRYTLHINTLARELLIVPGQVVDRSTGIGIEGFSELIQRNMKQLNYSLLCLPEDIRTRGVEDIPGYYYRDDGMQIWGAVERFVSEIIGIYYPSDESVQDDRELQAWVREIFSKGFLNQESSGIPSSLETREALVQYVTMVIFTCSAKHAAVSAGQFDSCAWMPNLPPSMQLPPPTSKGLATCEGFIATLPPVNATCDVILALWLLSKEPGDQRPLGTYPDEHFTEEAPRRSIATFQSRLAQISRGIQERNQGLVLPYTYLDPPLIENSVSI
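Screening format was qHTS against 50 nM purified 15hLO-2 in Hepes pH 7.5 with detergent. Activity follows hydroperoxide formation from 45 uM arachidonic acid, measured as 573:405 nm absorbance ratio of the ferric-xylenol orange complex.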
IMPase inh = qHTS Assay for Identifying the Cell-Membrane Permeable IMPase Inhibitors; Inositol monophosphatase 1 (Rattus norvegicus), P97697; CHO-M1 cells, IP1 accumulation, HTRF TR-FRET ratio; inhibition (IP1 accumulation), % at 46.1 µM; 120,000 tested, under 10 active; AID 901, 2007; active = well fitted curve in the direction sought with a large enough effect in the signal ratio, not every such curve was filed as active; inconclusive = small, poorly fitted or top-dose-only effect, or a change in a side signal; inactive = no such curve, though single readings can be large or run the other way; the % refers to the signal ratio;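 note: cells stimulated with carbachol in lithium chloride buffer; plate controls were DMSO basal wells for no effect and reference inhibitor wells for full effect; higher means more IMPase inhibition seen as more IP1 and lower FRET ratio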
Target sequence (P97697 whole entry, looked up): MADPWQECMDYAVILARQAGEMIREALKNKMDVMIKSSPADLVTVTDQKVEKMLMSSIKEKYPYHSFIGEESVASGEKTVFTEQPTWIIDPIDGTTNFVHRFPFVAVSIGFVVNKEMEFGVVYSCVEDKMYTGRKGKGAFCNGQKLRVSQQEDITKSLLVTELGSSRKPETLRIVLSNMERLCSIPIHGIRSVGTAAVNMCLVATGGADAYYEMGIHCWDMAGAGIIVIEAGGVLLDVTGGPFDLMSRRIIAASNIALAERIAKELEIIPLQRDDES
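Seeded CHO-M1 cells were dosed with compound at up to 46 uM, stimulated with carbachol for 30 min, then lysed in IP-One detection reagents. Higher IP1 lowers the TR-FRET signal.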
Starred values were filed as active, the others as inactive; ? = inconclusive; . = no result given; & = joins results of further samples; [ ] = dose if it differs, or a comment. Unless noted, calls come from the whole dose curve; as a rule, active = well fitted curve in the direction sought with a large enough effect; inconclusive = small, poorly fitted or top-dose-only effect, or another doubt; inactive = no such curve, though single readings can be large; an effect the other way counts as inactive or inconclusive. Unless noted, % is set by controls: 0 for no effect and ±100 for the full control effect. An excerpt. The share of hits here may be higher or lower than overall.

molecule	PNC assembly inh	12-hLO inh	ALOX15B inhib	IMPase inh
CC(C)COc1ccc(C2(C#N)CC[N+](C)(C)CC2)cc1	8	4%	33%[activator]	5
CNCCc1nc(N)n[nH]1	-27	2%	-7%	0
Cc1ccccc1-n1c(O)c(C=Nc2ccc(N(C)C)cc2)c(=O)[nH]c1=O	-29	-28%	-8%	12
Nc1ccc(Sc2ccc(N)cc2)cc1	.	2%	-12%	.
O=c1[nH]c(=S)n(CCC2=CCCCC2)c(O)c1C=NCCCn1ccnc1	?	23%	38%[activator]	9
CN(C)C(=O)Oc1ccc(-c2cn3cc(C(F)(F)F)ccc3n2)cc1	20	-3%	.	.
Cc1ccc(-c2cn3c(=S)[nH]nc3s2)cc1	19	?	?	5
Cc1nn(Cc2ccc(Cl)cc2Cl)c(Cl)c1C(=O)Nc1ccc(OC(F)F)cc1	?	0%	.	.
COc1cc2c(cc1OC)[C@@]13CCN4CC5=CCO[C@H]6CC(=O)N2[C@H]1[C@H]6[C@H]5C[C@H]43	-24	-1%	.	.
Cc1cc(C(=O)N=Nc2c(O)n(C)c3ccccc23)c(C)o1	40	1%	.	.
COc1ccc(CC[n+]2cc(/N=C(\C)[O-])on2)cc1OC	188	-1%	.	-7
Nc1ccc2c3c(cccc13)CC2	-12	-20%	?	-3
O=C(CNS(=O)(=O)c1cccs1)N1CCC2(CC1)OCCO2	-30	5%	-29%	-1
C=CCN1C(=O)NC(=O)/C(=C/c2cnc(SC)nc2)C1=O	-11	-7%	0%	4
CC/C(=C\C=C\[C@@H]1C=C[C@@H]2CCC[C@H]2[C@@H]1C(=O)c1ccc[nH]1)[C@@H]1O[C@@H]([C@@H](C)C(=O)O)CC[C@@H]1C	203	-15%	.	-2
CN(C)C(=O)Oc1cccc2c(OC(=O)N(C)C)cccc12	-6	-2%	-9%	-1
O=C(NCc1ccccn1)c1ccccc1Cl	15	6%	9%	-4
Cc1ccc(-n2c(-c3cccs3)nc3ccccc3c2=O)cc1	-6	-4%	-1%	-2
C=CCn1c(O)c(C(C)=NCc2ccco2)c(=O)[nH]c1=O	-29	-2%	-11%	3
CCCCn1c(NS(=O)(=O)c2ccccc2)c(C(=O)OCC)c2nc3ccccc3nc21	-12	-2%	.	.
COc1ccc(C(=O)C2(C)N(O)C(C)C(c3cccs3)=[N+]2[O-])cc1 (centres undefined)	?	0%	-3%	-4
Cc1ccc(NP(=O)(Oc2ccccc2F)Oc2ccccc2F)cc1C	?	-17%	.	.
Nc1ccccc1C(=O)O	.	-2%	-4%	.
O=c1c2ccccc2ncn1-c1ccc([N+](=O)[O-])c(C(F)(F)F)c1	-14	3%	.	.
O=c1[nH]c(=O)n(CCc2ccccc2)c(O)c1C=NCCN1CCNCC1	3	-6%	-2%	-4
CC(C)[C@@]1(NC(=O)[C@@H]2C=C3c4cccc5[nH]cc(c45)C[C@H]3N(C)C2)O[C@@]2(O)[C@@H]3CCCN3C(=O)[C@H](Cc3ccccc3)N2C1=O	35	-8%	.	.
N#CC1=C(N)Oc2c(c(=O)oc3ccccc23)C1c1cccnc1 (centres undefined)	13	-3%	-2%	-4
Cc1cc(C)nc(-n2c(C)nc3cc(Cl)ccc3c2=O)c1	-1	8%	-5%	-5
C=CCn1c(O)c(C(CC)=Nc2ccc(N(CC)CC)cc2)c(=O)[nH]c1=O	26	-27%	-5%	11
O=C1NC(=O)N(c2ccccc2)C(=O)/C1=C\c1ccc2c3c(cccc13)CC2	?	-9%	.	-3

Six entries drawn at random from the list so far:
molecule	PNC assembly inh	12-hLO inh	ALOX15B inhib	IMPase inh
CC/C(=C\C=C\[C@@H]1C=C[C@@H]2CCC[C@H]2[C@@H]1C(=O)c1ccc[nH]1)[C@@H]1O[C@@H]([C@@H](C)C(=O)O)CC[C@@H]1C	203	-15%	.	-2
Cc1ccc(NP(=O)(Oc2ccccc2F)Oc2ccccc2F)cc1C	?	-17%	.	.
CNCCc1nc(N)n[nH]1	-27	2%	-7%	0
Nc1ccc(Sc2ccc(N)cc2)cc1	.	2%	-12%	.
CC(C)[C@@]1(NC(=O)[C@@H]2C=C3c4cccc5[nH]cc(c45)C[C@H]3N(C)C2)O[C@@]2(O)[C@@H]3CCCN3C(=O)[C@H](Cc3ccccc3)N2C1=O	35	-8%	.	.
O=C(NCc1ccccn1)c1ccccc1Cl	15	6%	9%	-4

(cont.)
molecule	PNC assembly inh	12-hLO inh	ALOX15B inhib	IMPase inh
CCSc1nnc(C(N)Cc2ccccc2)o1 (centres undefined)	52	6%	-4%	0
O=C1CCCN1C(=O)c1cncc(Br)c1	-9	3%	0%	0
COc1ccc(C2SCC(=O)Nc3c2c(C)nn3-c2ccccc2)cc1OC (centres undefined)	?	-4%	3%	4
CC(=O)C1C(=O)NC23CCCCC2C1c1ccccc1O3 (centres undefined)	24	-8%	-2%	9
Nc1c2c(nc3sc4c(c13)CCCCC4)CCCC2	-113*	3%	.	.
Cc1ccc(-n2c(O)c(/C=N/NC(=O)c3ccncc3)c(=O)[nH]c2=O)cc1	-8	-3%	.	-6
C[C@@H]1CC[C@H]2[C@@H](C)C(=O)O[C@@H]3OC4(C)CC[C@@H]1[C@]32OO4	.	-6%[0.00818 µM]	-11%[0.0915 µM]	.
CN1CCc2nc3sc(C#N)c(N)c3c(-c3cccs3)c2C1	6	-13%	2%	12
CCCC/C=C/[C@@H](NP(=O)(c1ccccc1)c1ccccc1)c1ccccc1OC	.	3%	22%	.
ClCCOCCCl	.	2%	2%	.
C=CCn1c(O)c(C(C)=NCCC2=CCCCC2)c(=O)[nH]c1=O	24	-2%	-4%	-1
CCCc1nc2ccccc2c(=O)n1-c1ccc(OC)cc1	-26	1%	4%	4
Nc1ccc(Br)cc1	.	-2%	-8%	.
C[C@]12CC[C@@H]3[C@@H](CCC4=CC(=O)CC[C@@H]43)[C@@H]1CC[C@@H]2OC(=O)CCc1ccccc1	.	2%[0.00818 µM]	20%[0.0915 µM]	.
C[C@]12CC[C@H](O)C[C@@H]1CC[C@H]1[C@H]2CC[C@]2(C)C(=O)CC[C@@H]12	.	-1%[25.6 µM]	-1%[25.6 µM]	0[20.6 µM]
O=[N+]([O-])NC1=NCN(Cc2ccco2)CN1Cc1ccco1	3	-3%	.	.
O=P(O)(O)C#Cc1ccccc1	-14	6%	22%	1
CN(C)c1ccc2c(c1)N=C(c1ccco1)OP2(=S)N1CCOCC1 (centres undefined)	23	-6%	-23%	-6
O=C(O)COc1cc(Cl)c(Cl)cc1Cl	.	-7%	-1%	.
CC[N+](CC)(CC)CCCCCCCCCC[N+](CC)(CC)CC	44	3%	7%	14
FC(F)(F)c1ccc2c(c1)ncn2C1CCN(Cc2nnnn2C2CCCCC2)CC1	-100*	-21%	38%[activator]	12
O=c1[nH]c(=O)n(CCc2ccccc2)c(O)c1C=NCc1ccc2c(c1)OCO2	-25	3%	-20%	3
O=C(c1cc(Br)ccc1Cl)N1CCC2(CC1)OCCO2	?	-1%	-1%	3
CC(C)=CC1C(C(=O)OCc2cccc(Oc3ccccc3)c2)C1(C)C (centres undefined)	.	-5%	1%	.
Cc1cc(C)c(C2=NOC(O)(C(F)(F)F)C2)c(=O)[nH]1 (centres undefined)	2	-3%	-8%	8
COc1ccc(C(CC(=O)N2CCC3(CC2)OCCO3)NS(=O)(=O)c2ccc(OC)cc2)cc1 (centres undefined)	31	-2%	3%	9
O=C1NC(=O)C(CCc2ccncc2)(c2ccccc2)C(=O)N1	-14	1%	1%	1
C[N+](C)(C)CC#CCN1CCCC1=O	.	?	-7%&-20%	-10&-1
CC(Cc1ccccc1)[n+]1cc(/N=C(\[O-])Nc2ccccc2)on1 (centres undefined)	10	2%	20%	3
NC(=NCCc1ccc(I)cc1)SCCCc1cnc[nH]1	.	-4%	26%	2
O=C(Cn1cnc2ccccc2c1=O)NCCC(=O)N1CCC2(CC1)OCCO2	?	-5%	6%	0
CN(C)c1ccc(/C=C2/C(=O)NC(=O)N(Cc3ccco3)C2=O)cc1	16	-8%	.	.
Cn1c(O)c(C(c2ccccn2)c2c(O)n(C)c(=S)[nH]c2=O)c(=O)[nH]c1=S	22	-3%	-8%	-8
CC(C)(O)C(Cl)(Cl)Cl	.	1%[0.00818 µM]	-8%[0.0915 µM]	.
Cc1ccc(Cn2nnnc2CN2CCC(n3nnc4ccccc43)CC2)cc1	20	0%	-1%	9
CO[C@@H]1CC=C2CCN3CCC4=C(CC(=O)OC4)[C@]23C1	.	-5%	-5%	-1
COc1ccc2c(c1)CC1(CN2C)C(=O)NC(=O)N(c2ccc(F)cc2)C1=O (centres undefined)	-29	-13%	-19%	4
CC(N)[C@@H](O)c1ccccc1 (some centres undefined)	.	-3%	-4%	.
CC(=NCc1ccc(F)cc1)c1c(O)n(C)c(=O)n(C)c1=O	16	-2%	-1%	1
CCOC(=O)C1=C(C)OC(N)=C(C#N)C12C(=O)Nc1ccc(C)cc12 (centres undefined)	41	-5%	-7%	3
COc1ccc2c3c([nH]c2c1)C(C)=NCC3	38	9%	2%	-4
CCCCN1CCC(C#N)(Nc2ccccc2)CC1	21	2%	-9%	-6
CC(C)(O)/C=C\C(=O)[C@](C)(O)[C@H]1[C@H](O)C[C@]2(C)[C@@H]3CC=C4[C@@H](C=C(O)C(=O)C4(C)C)[C@]3(C)C(=O)C[C@@]12C	.	1%[11.4 µM]	-5%[11.4 µM]	.
CN(C)C(Cc1ccc(Cl)cc1)C(=O)c1ccccc1 (centres undefined)	35	-4%	.	4
CC1(C)COC(Nc2cccc(Cl)c2)=N1	19	4%	33%[activator]	6
CCCCCCn1c(=O)c(C(=O)Nc2ccncc2)c(O)c2ccccc21	18	-7%	34%[activator]	6
COc1ccc(OP(=O)(Nc2ccccc2)Nc2ccccc2)cc1	40	7%	-6%	-3
COc1ccc(C(=O)OC2C[C@H]3CC[C@@H](C2)N3C)cc1OC (some centres undefined)	.	-2%[25.6 µM]	3%[25.6 µM]	-3[20.6 µM]
C=C/C(=C/C(=O)C[C@H](C)C[C@@H](C)CC[C@H](O)[C@H](C)C(=O)C[C@@H](O)[C@H](C)[C@@H](C)OC(=O)C[C@@H](O)C1=C(C)C(=O)OC1=O)CC	.	2%[0.00818 µM]	?	.
Cc1cc2c(C(C)C)c(O)c(O)c(C=O)c2c(O)c1-c1c(C)cc2c(C(C)C)c(O)c(O)c(C=O)c2c1O	?	?	3.5µM*	-2

Some values from the entries so far.
Entry for CCCCn1c(NS(=O)(=O)c2ccccc2)c(C(=O)OCC)c2nc3ccccc3nc21 in 12-hLO inh: -2%
Entry for CCOC(=O)C1=C(C)OC(N)=C(C#N)C12C(=O)Nc1ccc(C)cc12 (centres undefined) in IMPase inh: 3
Entry for Cc1nn(Cc2ccc(Cl)cc2Cl)c(Cl)c1C(=O)Nc1ccc(OC(F)F)cc1 in 12-hLO inh: 0%

From PubChem
